Screening results deposited in PubChem BioAssay by Sanford-Burnham Center for Chemical Genomics.
SENP8 block – human SENP8 protease inhibitors, primary screen, biochemical, fluorescence, Nedd8 protein substrate, uHTS | inhibition, % at 20 µM | recombinant SENP8 | actives 0.64% (n = 360,000) | Sentrin-specific protease 8 (Homo sapiens), Q96LD8; in the data active means inhibition mostly above about 40%, no sharp cut-off; inactive means mostly below about 27%
PfGluPho inh – PfG6PD enzyme inhibitors, primary screen, biochemical, fluorescence intensity, uHTS; glucose-6-phosphate dehydrogenase-6-phosphogluconolactonase (Plasmodium falciparum 3D7); PfGluPho enzyme, NADPH resazurin-diaphorase fluorescence; inhibition, % at 20 µM; actives 0.78% (n = 350,000);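 active means inhibition reaching at least a set limit at 20 µM in the primary screen, cut at about 59% in these data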;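 further: 0% = DMSO wells with substrate and 100% = DMSO wells lacking glucose-6-phosphate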
NR3A LBD binder – binders of NR3A ligand-binding domain, primary screen, biophysical, differential scanning fluorimetry, uHTS; Tm shift relative to glycine control, % at 25 µM; AID 1259313, 2017; Glutamate receptor ionotropic, NMDA 3A (GRIN3A) ligand-binding domain; actives 2.5% (n = 340,000); NR3A LBD differential scanning fluorimetry, Tm shift; 0% = protein alone, 100% = glycine-bound protein;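 active means melting temperature shift of at least 10% of the positive control shift, at one fixed dose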
HKDC1 inhibitor – HKDC1 hexokinase inhibitors, primary screen, biochemical, fluorescence, uHTS; Q2TB90; recombinant HKDC1, G6PDH/diaphorase resazurin coupled fluorescence; inhibition, % at 20 µM; actives 0.16% (n = 340,000);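 active means inhibition above about 35% when tested at 20 µM, limit read from the data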;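 further: plate controls were DMSO wells with enzyme for no effect and DMSO wells lacking enzyme for full effect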
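Test system: recombinant HKDC1 (HK5) hexokinase enzyme, produced in-house / Doses: 20 µM test compound, 1% DMSO / Timing: 90 min, room temperature / Detection: G6PDH/diaphorase-coupled fluorescence, 1 mM NADP, 100 µM resazurin, 525/613 nm / Control set: DMSO wells with and without enzyme mix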
MPTP inh – mitochondrial permeability transition pore inhibitors, primary screen, biochemical, isolated mouse mitochondria, absorbance. Ca2+ swelling absorbance, 30 min. actives 1.4% (n = 360,000). inhibition, % at 10 µM. AID 602449, 2012;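 active means inhibition of 50% or more, scaled per plate between neutral and stimulator controls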;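 further: 0% = DMSO wells given calcium and 100% = 1 mM EGTA wells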
SENP7 inh – SENP7 protease inhibitors, primary screen, biochemical, luminescence, uHTS; inhibition, % at 5 µM; Sentrin-specific protease 7 (Homo sapiens), Q9BQF6; actives 1.5% (n = 330,000); recombinant SENP7, Z-RLRGG-aminoluciferin luminescence, 40 min;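 active means inhibition above about 50% at the single test dose, limit read from the data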;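 further: plate controls were DMSO with enzyme for no effect and no enzyme buffer wells for full effect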
Target sequence (Q9BQF6 706-1050 limits assumed): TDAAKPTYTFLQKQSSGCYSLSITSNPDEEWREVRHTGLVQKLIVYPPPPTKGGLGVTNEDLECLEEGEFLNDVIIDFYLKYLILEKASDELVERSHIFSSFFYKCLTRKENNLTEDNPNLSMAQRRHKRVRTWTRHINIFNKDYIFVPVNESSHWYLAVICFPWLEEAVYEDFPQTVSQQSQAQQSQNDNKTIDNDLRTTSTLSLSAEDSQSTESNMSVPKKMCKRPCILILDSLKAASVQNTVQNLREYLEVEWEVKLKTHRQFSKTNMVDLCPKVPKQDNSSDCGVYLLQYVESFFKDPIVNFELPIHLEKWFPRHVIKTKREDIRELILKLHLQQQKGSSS
ATG4B inh – ATG4B protease inhibitors, primary screen, biochemical, fluorescence, uHTS | Cysteine protease ATG4B (Homo sapiens), Q9Y4P1 | ATG4B cleavage of LC3-PLA2, NBD-HPC fluorescence, 1 h | inhibition, % at 8.33 µM | actives 0.51% (n = 340,000) | AID 504462, 2011; in the data active means inhibition above about 40%
SENP6 block – SENP6 protease inhibitors, primary screen, biochemical, luminescence, uHTS | AID 2599, 2010 | inhibition, % at 10 µM | Recombinant SENP6 catalytic domain, aminoluciferin luminescence | actives 1.8% (n = 330,000) | Sentrin-specific protease 6 (Homo sapiens), Q9GZR1;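 active means inhibition above about 50% at the single tested dose, limit read from the data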;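 further: plate controls were DMSO wells with enzyme for no effect and DMSO wells lacking enzyme for full effect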
Target sequence (Q9GZR1 628-1112 limits assumed): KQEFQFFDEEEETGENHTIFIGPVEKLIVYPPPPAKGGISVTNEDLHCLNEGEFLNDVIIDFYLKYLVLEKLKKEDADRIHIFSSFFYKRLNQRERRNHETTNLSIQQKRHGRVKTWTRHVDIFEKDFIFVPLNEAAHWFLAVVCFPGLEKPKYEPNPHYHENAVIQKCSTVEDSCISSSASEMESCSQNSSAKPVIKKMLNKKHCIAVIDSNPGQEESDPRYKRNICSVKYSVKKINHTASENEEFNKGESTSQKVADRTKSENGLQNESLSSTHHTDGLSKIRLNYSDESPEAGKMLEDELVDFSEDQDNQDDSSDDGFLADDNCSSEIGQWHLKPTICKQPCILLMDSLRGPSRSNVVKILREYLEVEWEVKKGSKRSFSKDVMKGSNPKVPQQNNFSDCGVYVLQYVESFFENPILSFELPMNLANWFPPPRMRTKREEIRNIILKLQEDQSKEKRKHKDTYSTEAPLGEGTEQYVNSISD
* hit, by the source's call; . = not tested or not shown. Outcome played no part in choosing rows; any-hit rate near 6.9%.

#	molecule	SENP7 inh	HKDC1 inhibitor	PfGluPho inh	SENP6 block	SENP8 block	ATG4B inh	MPTP inh	NR3A LBD binder
1	Cc1ccc(OCCCn2cc(C#N)c3ccccc32)cc1	-1	-1	68*	-10	3	-6	11	-11
2	CC(NC(=O)CCc1nnc(-c2ccc(-c3ccccc3)cc2)o1)c1nc2ccccc2[nH]1 (stereo unspecified)	4	-4	7	-10	-66	22	0.4	-2
3	O=c1ccn(CCOc2ccc(Cl)cc2)c(=O)[nH]1	9	-6	-14	13	10	-3	-1.3	0
4	CC(C)(C)c1ccc(NC(=O)COC(=O)c2ccc([N+](=O)[O-])s2)cc1	.	2	12	.	20	-27	-0.3	5
5	Cc1ccccc1CSc1[nH]c(=O)ncc1C	2	3	-2	-6	3	5	-0.4	4
6	CCOC(=O)c1ccccc1-c1cn2cc(Cl)ccc2n1	3	-8	1	-8	-113	1	0.4	-2
7	COc1ccc(NC(=O)CN(C)C(=O)c2ccc(N3CCOCC3)c([N+](=O)[O-])c2)cc1	-6	-9	11	-3	19	-6	0.7	0
8	CCOC(=O)N1CCN(C(=O)C2CCC(=O)N(CCc3ccccc3)C2)CC1 (stereo unspecified)	7	7	-14	-8	16	4	1.2	1
9	CCOC(=O)c1c(NS(C)(=O)=O)sc2c1CCC(C)C2 (stereo unspecified)	-1	-1	10	-2	-40	0	-0.6	-7
10	CCC1CCCCN1C(=O)c1ccc(OC)c(OC2CCN(C(C)=O)CC2)c1 (stereo unspecified)	3	-3	-13	-12	7	-6	0.3	-1
11	CC(NCc1ccccc1O)c1ccccc1 (stereo unspecified)	-2	-14	-15	-8	3	-3	-2.4	-4
12	O=C(NCc1cccc(Cl)c1)C1CCC(=O)N(CCCN2CCOCC2)C1 (stereo unspecified)	-19	-3	-9	-31	8	7	0.2	0
13	CCOc1ccccc1N(C(=O)c1snc(C(N)=O)c1N)C(C(=O)NCC1CCCO1)c1ccc2ncccc2c1 (stereo unspecified)	6	-5	1	-4	-276	-2	2.6	-3
14	CCCCN(C(=O)c1ccco1)c1c(N)n(CCC)c(=O)[nH]c1=O	-4	0	-10	-5	-2	-26	-0.1	1
15	O=C(CSCc1ccc([N+](=O)[O-])cc1)N/N=C/c1cccnc1	-2	4	19	8	10	-4	0.3	-3
16	Cc1ccc(S(=O)(=O)Oc2ccc3ccc(O)cc3c2)cc1	-5	12	29	-12	5	-1	1.1	-5
17	O=C(NC(=S)N1CCN(CCO)CC1)C12CC3CC(CC(C3)C1)C2	-3	-5	2	9	2	-4	-0.6	-1
18	CN(C)S(=O)(=O)c1ccc2nnn(O)c2c1	5	1	-7	21	15	0	4.5	-1
19	C=CC[n+]1c(/C=C2\C=Cc3cc(C)ccc3N2CC)ccc2ccccc21	6	-23	-16	12	-64	9	112*	-1
20	COc1ccccc1N1CCN(C2CCCN(C(=O)CCc3cnccn3)C2)CC1 (stereo unspecified)	-1	-4	-1	11	13	35	-0.2	0
21	CCOc1ccc(NC(=O)COC(=O)c2cc(S(=O)(=O)N3CCCC3)ccc2C)cc1	-6	1	7	2	4	0	0.0	-6
22	CCN1CCN(S(=O)(=O)c2c(C)cc(C)cc2C)CC1	4	-6	-4	6	1	-6	0.8	1
23	O=C(C1CCCN(S(=O)(=O)c2cccc3nonc23)C1)N1CCN(c2cccc(Cl)c2)CC1 (stereo unspecified)	4	-2	13	-25	15	-13	0.4	-7
24	O=C(CSc1nn(-c2ccccc2)c(=S)s1)Nc1ncccn1	-6	-8	10	-11	7	-4	1.8	0
25	O=C(C1Cc2ccccc2CN1C(=O)c1ccccc1)N1CCN(c2ccccc2)CC1 (stereo unspecified)	5	-5	-10	-5	8	-4	1.6	-3
26	C=CCOn1c(-n2nc(C)cc2C)nc2ccccc2c1=O	-4	-2	-12	-8	12	2	-0.3	.
27	CCCOc1ccc(-c2nnn(CC(=O)N3CCC(C)CC3)n2)cc1	4	-6	-2	-4	24	-5	0.8	2
28	Cc1ccccc1NC(=O)Cc1nc(CSc2nnc(-c3ccc4c(c3)OCO4)o2)cs1	-9	-2	3	-29	-8	-3	0.0	1
29	Cc1cc(C)n(C(=O)/C(C#N)=N/Nc2cc(Cl)cc(Cl)c2)n1	-13	5	7	-16	16	4	103*	4
30	CCOC(=O)Cn1cc(C(=O)C(=O)N2CCOCC2)c2ccccc21	-5	-2	-8	-3	11	0	0.2	2
31	Cc1oc(-c2ccc(Cl)cc2)nc1CN1CCCC(C(=O)NCc2cccnc2)C1 (stereo unspecified)	0	-9	-8	-2	-5	-10	0.1	0
32	CC1CCc2sc(C(=O)NCc3ccccn3)cc2C1 (stereo unspecified)	2	0	-4	-1	5	12	0.4	-4
33	CN(C)C(CNC(=O)CCc1c[nH]c2ccccc12)c1ccccc1 (stereo unspecified)	-7	4	-11	3	14	-1	-0.9	0
34	CC1(c2nnc(-c3cccc(Cl)c3)o2)CC(c2ccc(OC(F)(F)F)cc2)=NO1 (stereo unspecified)	-9	5	5	0	4	-3	0.7	-5
35	Cc1ccc(CNC(=O)Cn2c(=O)c3sccc3n(Cc3ccc([N+](=O)[O-])cc3)c2=O)cc1	-1	6	-4	1	28	4	-2.6	31*
36	CC(C)Nc1nc(NC2CCCC2)nc(N2CCOCC2)n1	-7	-2	13	-6	-7	-3	-1.2	1
37	O=C(NCCOc1ccc(Cl)cc1)C1CC(=O)N(c2ccc(F)cc2)C1 (stereo unspecified)	-1	-14	10	-23	-3	-19	2.2	-1
38	O=c1ncn(-c2cccc(F)c2)c2ncccc12	-4	-6	7	-3	5	-8	1.8	-4
39	COc1ccc(/C(C)=N/NC(=O)CNC(=O)COc2ccccc2)c(OC)c1	-5	-4	0	-22	2	-2	-0.9	2
40	Nc1ccc2nn(-c3cccc4ccccc34)nc2c1	77*	11	17	79*	-490	-5	-1.5	-6
41	O=[N+]([O-])c1ccccc1/C=N/n1c(C2CCCCC2)n[nH]c1=S	-5	-3	48	0	7	-2	2.2	-3
42	Cc1cccc(COCC(Cc2ccccc2)N2CCN(C(=O)c3cccc(Cl)c3)CCC2=O)c1 (stereo unspecified)	-6	0	1	-13	6	-1	-0.9	3
43	O=C(COc1ccccc1Cl)N(Cc1cccs1)C1CCS(=O)(=O)C1 (stereo unspecified)	-3	-6	-2	-12	13	-3	-1.3	-2
44	O=C(Nc1ccc2[nH]ncc2c1)c1ccc(F)cc1	-16	1	2	3	12	2	-1.0	-10
45	O=C(CC1CCOCC1)Nc1ccc(Cl)c(Cl)c1	-5	-4	18	-18	-2	-7	0.8	-1
46	Cc1ccccc1NC(=O)/C(C#N)=C\c1cc(C)n(-c2ccc(C(=O)O)cc2)c1C	3	-4	18	-9	-236	-6	1.8	0
47	CC(=O)c1ccc(NC(=O)C2CC2c2ccccc2)cc1 (stereo unspecified)	3	-1	-11	-9	8	-1	5.6	1
48	Cc1nc(N2CCOCC2)c2c(C)c(C(=O)Nc3ccc(F)cc3Cl)sc2n1	-1	-6	-9	-21	-64	5	1.7	-5
49	CCc1ccccc1NC(=O)CNC(=O)CNC(=O)Cc1ccccc1	0	-6	8	0	16	-5	0.5	2
50	CCOC(=O)C1CCN(C(=O)Cc2cccs2)CC1	6	-4	-1	-13	8	5	6.3	1
51	Cc1ccc(-n2c(N)cc(=O)nc2SCC(=O)N2CCN(c3ccccc3)CC2)cc1	12	-4	6	-13	23	-9	-0.8	-1
52	CCOC(=O)C1CCN(CC(=O)N2CCc3ccccc32)CC1	7	-2	-4	-10	19	-11	-1.7	2
53	C/C(CCc1ccccc1)=N\NC(=S)NCCc1ccccc1	4	-4	-7	-6	18	-8	2.1	-1
54	COC(=O)C(Cc1c[nH]c2ccccc12)NC(=O)C1CC1 (stereo unspecified)	-15	-6	-10	-14	15	3	-2.6	-2
55	CC(C)(C)C(=O)Nc1ccc(C(=O)Nc2cccnc2)cc1	7	-6	-4	-4	5	-5	1.3	1
56	Cc1ccc(SCCn2nc(C(=O)O)c3ccccc3c2=O)cc1	2	3	10	-4	0	-4	0.9	0
57	CC(C)[C@@H](NC(=O)OC(C)(C)C)C(=O)NCC1CCC(C(=O)N[C@@H](Cc2ccccc2)C(=O)O)CC1 (stereo partly specified)	-3	-6	-8	-21	18	-2	0.1	-3
58	CCCCCCn1c(N2CCCC2)nc2c1c(=O)n(C)c(=O)n2C	-12	-5	-10	-18	13	3	2.2	1
